High-throughput results: PubChem BioAssay, several laboratories
NOD1 inhibition: inhibition of NOD1-driven NF-kB reporter – cell-based, luminescence, uHTS, primary screen (AID 1578) | one-dose inhibition, % at 4 µM; EC50 in µM for titrated hits | NOD1-driven NF-kB luciferase reporter cells, luminescence; higher % means a stronger effect | 290,000 tested, 1% active; in the data active = inhibition mostly above about 36%, no sharp cut-off; inactive = mostly below about 34%;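 note: HEK-293T reporter cells stimulated with the NOD1 agonist gamma-tri-DAP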
KOR beta-arrestin-1: KOR agonists, beta-arrestin recruitment, primary screen, cell-based, luminescence, uHTS (AID 1777); KOR beta-arrestin recruitment, luminescence; higher % means a stronger effect; activation, % at 10 µM, or EC50 in µM where a hit was titrated; 280,000 tested, 0.02% active; in the data active = activation above about 50%, passing the limit was not always enough; note: a part of the inactive calls stands beside numbers as strong as those of hits
GPR55 beta-arrestin: GPR55 agonists via beta-arrestin recruitment, primary screen, imaging, U2OS cells, beta-arrestin-GFP redistribution (AID 1961); 290,000 tested, 0.048% active; U2OS GPR55 beta-arrestin-GFP redistribution imaging; higher % means a stronger effect; activation, % at 10 µM, or EC50 in µM where a hit was titrated;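 active = activation above 40% with more than 50 cells counted in the well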;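 note: U2OS osteosarcoma cells stably expressing GPR55 and beta-arrestin-GFP; plate controls were DMSO negative control for no effect and LPI positive control for full effect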
M17LAP inhibition: P. falciparum M17LAP inhibitors, primary screen, biochemical, fluorogenic H-Leu-NHMec substrate, 1536-well (AID 1619); recombinant M17LAP, H-Leu-NHMec fluorogenic kinetic assay; higher % means a stronger effect; one-dose inhibition, % at 30 µM; IC50 in µM for titrated hits; 220,000 tested, 0.38% active;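 active = compound inhibiting the enzyme by more than half at any dose during confirmatory dose-response retesting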;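 note: plate controls were full reaction with DMSO carrier for no effect and no enzyme background for full effect; strong numbers were not always called active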
NOD2 inhibition: inhibition of NOD2-driven NF-kB reporter – cell-based, luminescence, uHTS, HEK293 (AID 1566); 290,000 tested, 0.63% active; inhibition, % at 4 µM, or EC50 in µM where a hit was titrated; HEK293 NOD2/NF-kB luciferase reporter, luminescence; higher % means a stronger effect; note: many of its hits are not listed in these tables
KOR beta-arrestin-2: kappa opioid receptor blockers – cell-based, luminescence, uHTS (AID 1778); KOR beta-arrestin recruitment, luminescence, antagonist mode; higher % means a stronger effect; 290,000 tested, 0.091% active; inhibition, % at 10 µM; hits with a dose series show IC50 in µM; note: strong numbers were not always called active
AID2073: disruptors of CaV2.2 binding to Mint1 – biochemical, HTRF (AID 2073); HTRF protein-protein interaction, Mint1-CaV2.2; higher % means a stronger effect; one-dose inhibition, % at 20 µM; IC50 in µM for titrated hits; 290,000 tested, 0.19% active; in the data active = inhibition mostly above about 51%, no sharp cut-off; note: some results filed as inactive read as strong as hits
Dynein cargo inh: blocks dynein driven cargo transport along microtubules | 3617.4 mouse cells, GR-EGFP nuclear translocation imaging; test concentration mostly 20 µM; stimulated with dexamethasone, 1 µM; stronger effect = lower value | 220,000 tested, 0.47% active | AID 1381 | z-score, hits read low;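 active = plate z-score of nuclear minus cytoplasmic receptor signal below a set negative limit, without overly bright fluorescence or cell loss, cut at about -3.5 in these data, passing the limit was not always enough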;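 note: z-score of nuclear minus cytoplasmic ring GR-EGFP intensity difference per well; some compounds called inactive have numbers as strong as hits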
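Schedule: 48 h induction, then 1 h compound, then 30 min agonist, 37 °C. Buffer or medium: tetracycline-free induction medium containing charcoal-stripped FBS. Reagent: 1.0 µM final dexamethasone stimulus. Evaluation: nuclear versus cytoplasmic GR-EGFP signal, averaged per well. Signal: high-content fluorescence imaging after fixation.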
P. falciparum M1AAP: malaria alanyl aminopeptidase activity blockers – biochemical, fluorogenic H-Leu-NHMec substrate, 1536-well (AID 1445). recombinant M1AAP, H-Leu-NHMec fluorogenic kinetic assay; higher % means a stronger effect. inhibition, % at 30 µM; hits with a dose series show IC50 in µM. 220,000 tested, 0.42% active;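 active = primary inhibition above the hit cutoff, then over 50% inhibition at one or more dose response concentrations, cut at about 23% in these data, passing the limit was not always enough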;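 note: plate controls were DMSO full reaction for no effect and no enzyme background for full effect; strong numbers were not always called active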
Dynein cargo inh cytoplasmic EGFP: second read-out of Dynein cargo inh, no call of its own (marks repeat the call); z-score; measured here: cytoplasmic GR-EGFP intensity; stronger effect = higher value
Dynein cargo inh nuclear GR-EGFP: recorded beside Dynein cargo inh, whose call it bears; z-score; measured here: nuclear GR-EGFP intensity;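 lower value marks the stronger effect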
Dynein cargo inh cell count: recorded beside Dynein cargo inh, whose call it bears; z-score; measured here: cell count per field
Starred values were filed as active, the others as inactive; x = not tested or not shown; [ ] = remark or other dose. Cut-off read from the data, not from the text of the source, unless noted: active = inhibition above about 50%; inactive = the rest. Only part of the results is shown, so the mix of outcomes need not match the whole.

SMILES	NOD1 inhibition	KOR beta-arrestin-1	GPR55 beta-arrestin	M17LAP inhibition	NOD2 inhibition	KOR beta-arrestin-2	AID2073	Dynein cargo inh	Dynein cargo inh cytoplasmic EGFP	Dynein cargo inh nuclear GR-EGFP	Dynein cargo inh cell count	P. falciparum M1AAP
Cc1ccc(-n2ncc3c(SCC(=O)NNC(=O)C(C)C)ncnc32)cc1	-7%	0.3%	0.0%	x	-24%	-34%	4%	x	x	x	x	x
O=C(CN1C(=O)CC(c2ccco2)Sc2ccccc21)NCc1ccc2c(c1)OCO2 (centres undefined)	-31%	0.8%	3.3%	15%	-60%	-35%	14%	-1.5	-0.24	-0.53	2.4	4%
CC1CCCCN1C(=O)c1cc(Cl)ccc1[N+](=O)[O-] (centres undefined)	-36%	5.4%	0.1%	10%	13%	-1%	-5%	-0.58	-0.31	-0.58	0.61	-1%
Cn1c(SCC(N)=O)nnc1-c1ccccc1	-7%	-3.8%	-0.2%	4%	-1%	-1%	6%	0.049	-0.092	0.23	-0.013	3%
Cc1nc(NC(=O)c2ccc(Cl)cc2)sc1Cc1ccc2c(c1)OCO2	-31%	0.6%	-0.4%	-3%	-35%	-70%	-3%	1.1	-0.29	0.05	0.0087	1%
Cc1ccc(NC(=O)c2ccc(CSc3ncnc4nc[nH]c34)cc2)c(C)c1	22%	4.6%	-0.1%	-3%	23%	2%	8%	-1.1	-0.22	-0.96	-0.49	1%
Fc1ccccc1N1CCN(Cc2cc(-c3ccccc3)on2)CC1	-9%	0.4%	-0.1%	x	9%	29%	9%	x	x	x	x	x
NC(=O)C1CCN(C(=O)C2CCC(=O)N(Cc3ccc(Cl)cc3)C2)CC1 (centres undefined)	-16%	3.0%	-0.1%	x	12%	-23%	4%	x	x	x	x	x
CCOC(=O)Cc1csc(NC(=O)CSc2nnc(C(C)C)n2C)n1	19%	6.6%	-0.2%	5%	-10%	-6%	2%	-0.19	-0.2	0.3	0.14	4%
Cc1nn(-c2ccc(Cl)cc2)c(=O)c2ccccc12	-38%	-1.6%	0.2%	-5%	-67%	-13%[20 µM]	4%	-0.89	-0.22	-0.55	0.82	1%
Cc1sc(NC(=O)c2ccccc2F)c(CN2CCCCC2C)c1C (centres undefined)	-24%	-4.0%	0.1%	-6%	-19%	19%	-4%	-0.41	-0.25	-0.58	0.03	3%
CCC(=O)/C=C1/Sc2ccc(OC)cc2N1CC	23%	3.3%	-0.1%	31%	0%	3%	-55%	1.9	-0.14	1.1	-1.9	-1%
CCOC(=O)c1cc2sccc2n1Cc1ccc(C#N)cc1	14%	-2.9%	0.3%	3%	9%	17%	6%	-0.23	-0.21	0.052	0.073	2%
COc1cc(CNc2ncnc3c2[nH]c2ccc(C)cc23)cc(OC)c1	-3%	-3.0%	-0.3%	-11%	24%	41%	-4%	-0.65	-0.16	-0.0032	1.1	8%
Cc1cc(=O)n(C(C)(C)C)c(=O)n1Cc1ccccc1	-9%	1.8%	0.0%	x	-16%	-25%	3%	x	x	x	x	x

2 entries from above, in markdown:
| mol | NOD1 inhibition | KOR beta-arrestin-1 | GPR55 beta-arrestin | M17LAP inhibition | NOD2 inhibition | KOR beta-arrestin-2 | AID2073 | Dynein cargo inh | Dynein cargo inh cytoplasmic EGFP | Dynein cargo inh nuclear GR-EGFP | Dynein cargo inh cell count | P. falciparum M1AAP |
| --- | --- | --- | --- | --- | --- | --- | --- | --- | --- | --- | --- | --- |
| CCOC(=O)Cc1csc(NC(=O)CSc2nnc(C(C)C)n2C)n1 | 19% | 6.6% | -0.2% | 5% | -10% | -6% | 2% | -0.19 | -0.2 | 0.3 | 0.14 | 4% |
| Cc1nn(-c2ccc(Cl)cc2)c(=O)c2ccccc12 | -38% | -1.6% | 0.2% | -5% | -67% | -13%[20 µM] | 4% | -0.89 | -0.22 | -0.55 | 0.82 | 1% |

Going on with the list.
SMILES	NOD1 inhibition	KOR beta-arrestin-1	GPR55 beta-arrestin	M17LAP inhibition	NOD2 inhibition	KOR beta-arrestin-2	AID2073	Dynein cargo inh	Dynein cargo inh cytoplasmic EGFP	Dynein cargo inh nuclear GR-EGFP	Dynein cargo inh cell count	P. falciparum M1AAP
O=C(Nc1ccc(F)cc1)c1cccc2c1C(=O)N(CC1CCCO1)C2 (centres undefined)	3%	0.6%	-0.1%	x	11%	1%[20 µM]	3%	x	x	x	x	x
Cc1c(N(CC(=O)O)S(=O)(=O)c2ccccc2)c(=O)n(-c2ccccc2)n1C	-32%	x	-0.1%	18%	14%	-50%[20 µM]	0%	1.1	-0.23	0.54	-0.56	8%
CCN(CC)CCOC(=O)c1ccc(Cl)cc1Cl	-20%	x	-0.1%	-4%	-3%	7%[20 µM]	-5%	-0.47	-0.22	-0.23	0.54	9%
CS(=O)(=O)c1ccc(C(=O)N2CCc3ccccc3C2)cc1	-26%	-5.9%	-0.2%	-19%	8%	-2%	1%	0.43	-0.035	0.18	0.034	1%
Nn1c(SCc2cn3ccsc3n2)nnc1-c1ccncc1	-2%	3.5%	-0.1%	6%	-9%	-18%	3%	1.8	-0.19	2	-0.77	5%
CCOC(=O)CC(=O)Nc1nnc(CC(C)C)s1	-11%	3.4%	0.0%	1%	-4%	-17%	25%	0.69	-0.18	0.44	-0.19	-4%
O=C(Nc1nnc(-c2ccc3c(c2)CCCC3)o1)C1COc2ccccc2O1 (centres undefined)	0%	0.4%	-0.1%	21%	9%	-21%	8%	0.056	-0.056	0.091	0.39	-5%
CCCC1(c2ccccc2)NC(=O)NC1=O (centres undefined)	4%	2.3%	-0.1%	x	2%	-5%	2%	x	x	x	x	x
COc1ccc2c(c1)c(=O)c(C(=O)c1ccc(C)cc1)cn2CC(=O)Nc1ccc(F)cc1	-12%	0.5%	-0.2%	0%	16%	-7%	18%	-0.77	-0.25	0.31	0.91	4%
CCc1nnc(NC(=O)CCC(=O)N2CCN(Cc3ccc(C)cc3C)CC2)s1	20%	0.1%	-0.1%	x	4%	-22%	9%	x	x	x	x	x
CCNc1nc(SCC(N)=O)nc2sc3c(c12)CCN(C)C3	-6%	2.3%	-0.1%	x	-11%	1%	1%	x	x	x	x	x
COc1cc(CC(=O)Nc2ccc3nc(SC)sc3c2)cc(OC)c1OC	1%	3.3%	0.0%	-2%	28%	1%	8%	-0.58	-0.19	0.5	-0.51	8%
COc1cccc(-n2nc(-c3ccnn3-c3ccc(C)cc3)c(=O)n(C)c2=O)c1	-5%	-1.7%	-0.1%	5%	12%	-1%	0%	-0.55	0.66	-0.38	0.1	12%
CC(C)=C1SC(N2CCN(Cc3ccccc3)CC2)=NC1=O	-24%	-0.6%	-0.2%	-1%	1%	-12%	-2%	0.37	-0.19	0.78	-0.44	4%
CCN(CC)C(=O)c1sc2nc(Cc3ccccc3)[nH]c(=O)c2c1C	-30%	-2.7%	2.7%	-2%	10%	-8%	27%	2.5	-0.11	1.3	-1.4	7%
CC(=O)OC1CC[C@@]2(C)C(CCC3C2CC(=O)[C@@]2(C)C3CC3CC(C)=CC(=O)C32)C1 (some centres undefined)	-2%	0.4%	0.3%	-12%	9%	28%	6%	-0.45	-0.23	0.18	0.31	-2%
O=C(Nc1cccc([N+](=O)[O-])c1)c1ccc2nc(N3C(=O)CCC3=O)sc2c1	-2%	2.6%	-0.1%	8%	-2%	7%	3%	-0.64	-0.17	-0.44	0.77	14%
COc1cc(C(CCN2CCCC2)c2c(OC)cc(OC)c3c(C)cc(=O)oc23)cc(OC)c1OC (centres undefined)	7%	-2.2%	0.7%	4%	18%	28%	-8%	-0.84	-0.77	-0.44	0.91	1%
Cc1cn(CC(=O)c2ccccc2)c2ccccc12	-12%	-0.1%	0.3%	x	-1%	-6%	0%	x	x	x	x	x
CC(O)CNc1ncnc2nc[nH]c12 (centres undefined)	-11%	2.9%	-0.2%	4%	13%	-7%	10%	-1.2	-0.16	-0.25	0.68	-2%
C=CCN(C(=O)c1csnn1)C(C(=O)NCc1ccc(F)cc1)c1ccccc1 (centres undefined)	-4%	8.4%	-0.4%	x	3%	-32%	-6%	x	x	x	x	x
Cc1ccc(S(=O)(=O)N(CC(=O)Nc2ccccc2C(=O)O)c2ccc(Cl)cc2)cc1	-13%	-3.9%	-0.1%	-2%	28%	-16%[20 µM]	19%	0.66	-0.12	0.75	-0.81	12%
CCOc1ccccc1N1CCN(C(=O)NC(C)c2ccc(F)c(F)c2)CC1 (centres undefined)	33%	6.1%	0.2%	x	-10%	-38%	7%	x	x	x	x	x
Cc1ccc(C)c(N2CCN(C(=O)c3cc4c(C)nc5ccccc5c4o3)CC2)c1	-31%	-4.7%	3.7%	x	22%	-42%	12%	x	x	x	x	x
COc1ccccc1N1CCN(C(c2cccs2)c2nnnn2C2CCCC2)CC1 (centres undefined)	-1%	-5.8%	6.3µM*	4%	-16%	20%	-3%	0.047	-0.2	-0.17	0.24	3%
COc1cc(C(=O)N(Cc2ccc(N(C)C)cc2)C2CCS(=O)(=O)C2)cc(OC)c1OC (centres undefined)	18%	-7.9%	-0.2%	-1%	-8%	11%	-10%	-0.69	-0.3	-0.34	0.63	-1%
O=c1oc(-c2ccccc2Cl)nc2ccsc12	7%	0.1%	-0.1%	-9%	5%	7%	-9%	-2.5	-0.036	-1.4	0.48	13%
CCCc1cnc(N2CCN(S(=O)(=O)c3cccs3)CC2)nc1	2%	x	0.4%	0%	-11%	-13%	-8%	-0.19	-0.2	-0.29	0.99	-3%
Cc1ccc(C#N)c(SCc2nnc(-c3ccc(Cl)cc3)o2)n1	48%	-0.7%	0.2%	15%	68%*	-8%	5%	0.85	-0.21	0.53	-1.1	2%
C[C@H](NC(=O)N1CCn2c1nc1ccccc12)C(=O)N1CCCCC1	4%	x	-0.1%	x	19%	x	10%	x	x	x	x	x
CSc1ccccc1NC(=O)CSc1n[nH]c(C)c1[N+](=O)[O-]	-22%	-5.1%	-0.6%	2%	-4%	14%	0%	-0.2	-0.27	-0.26	0.67	2%
COc1cc(C(=S)N2CCOCC2)cc(OC)c1OS(=O)(=O)c1ccc(Cl)cc1	-27%	-2.3%	0.0%	x	12%	-69%[20 µM]	-1%	x	x	x	x	x
OCC(Cc1ccc2c(c1)OCO2)C(CO)Cc1ccc2c(c1)OCO2 (centres undefined)	3%	-6.4%	0.0%	9%	15%	6%	5%	-0.76	-0.81	-0.12	0.37	4%
